CHRM5 PAM: positive allosteric modulators of human muscarinic M5 receptor; CHO-K1 hM5, Fluo-8 calcium, ACh EC20 PAM; 0% = ACh EC20, 100% = ACh EC100; 0.3% of 360,000 active; P08912; AID 624038; activation, % at 3 µM;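 active = activation above the run cutoff, the mean activation of all test compounds plus 3 SD, cut at about 18% in these data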
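Assay system: CHO-K1 hM5 cells / Incubation: Fluo-8 loading 80 min at 37 °C plus 30 min room temperature / Technique: Fluo-8 calcium dye fluorescence, kinetic read / Repeats: single replicate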
TAAR1 ag: human TAAR1 agonism; activation, % at 3 µM; Q96RJ0; AID 624467; CHO RD-HGA16 TAAR1, Fluo-8 calcium fluorescence; vehicle wells 0%, saturating PEA agonist 100%; 0.99% of 360,000 active;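 active = activation above the mean activation of all test compounds in the run plus 3 SD, cut at about 38% in these data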
Target sequence (Q96RJ0 whole entry, looked up): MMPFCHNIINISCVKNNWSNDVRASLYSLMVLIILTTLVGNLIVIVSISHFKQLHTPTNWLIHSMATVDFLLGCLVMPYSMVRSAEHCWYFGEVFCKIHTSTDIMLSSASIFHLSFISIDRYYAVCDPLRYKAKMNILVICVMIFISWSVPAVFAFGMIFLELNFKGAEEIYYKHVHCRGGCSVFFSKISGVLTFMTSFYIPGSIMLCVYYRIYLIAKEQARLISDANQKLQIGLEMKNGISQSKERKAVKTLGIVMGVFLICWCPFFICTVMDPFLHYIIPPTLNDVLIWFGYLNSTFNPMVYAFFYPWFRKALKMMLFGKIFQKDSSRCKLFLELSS
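test system = CHO RD-HGA16 cells carrying human TAAR1 plus Gα16 | schedule = 17-24 h seeding, 75 min 37 °C dye, 30 min RT | compound dosing = 3 µM single concentration | control set = DMSO and PEA EC100 | replicates = n 1 | signal = Fluo-8 fluorescence, 5 s baseline then 140 s kinetic read | measure = percent activation vs PEA EC100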
CRFBP-R2 agonist: CRF-BP/CRF-R2 complex agonism; 0.46% of 350,000 active; AID 588473; HEK293 CRF-R2/CRF-BP, calcium dye fluorescence (FLIPR); percent of saturating CRF peptide response; activation, % at 13.2 µM;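 active = activation of at least 50%, plus an integration ratio under a set limit after plate pattern correction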;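 also: plate controls were neutral control wells without compound for no effect and CRF at EC100 for full effect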
CHRM5 agonist: agonists of human muscarinic M5 receptor (CHRM5). 0.19% of 360,000 active. P08912. CHO-K1 hM5 cells, Fluo-8 calcium fluorescence; 0% DMSO wells, 100% maximal acetylcholine response. activation, % at 3 µM;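 active = activation above the run's mean over test compounds plus 3 SD, cut at about 23% in these data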;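 also: signal is peak over basal fluorescence ratio across the kinetic read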
TAAR1 antag: antagonists of human TAAR1; inhibition, % at 3 µM; CHO RD-HGA16 TAAR1, Fluo-8 calcium fluorescence, antagonist; 1.5% of 360,000 active; AID 624466; Q96RJ0;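 active = inhibition above a per-plate cutoff, the mean inhibition of test compounds on that plate plus 3 SD, cut at about 49% in these data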;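 also: 0% = DMSO plus EC80 beta-PEA response and 100% = DMSO alone without agonist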
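Test system – hTAAR1-expressing CHO RD-HGA16 cells, Gα16-coupled · Also added – β-PEA at EC80 concentration, post-compound challenge · Compound – 3 µM, single point · Incubation – dye loading 75 min at 37 °C, then 30 min room temperature · Measured by – Fluo-8 intracellular calcium dye fluorescence, real-time kinetic reads · Benchmarks – vehicle and agonist controls · Replicates – singlicate, one well per test compound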
M1 PAM parental: M1 PAM counterscreen hit in parental CHO-K1 cells; ATP EC20, Fluo-8 calcium fluorescence; 0% at ATP EC20, 100% at ATP max; activation, % at 3 µM; 0.02% of 360,000 active;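 active = activation above the run cutoff, the mean activation of all test compounds plus 3 SD, cut at about 40% in these data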;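 also: peak over basal fluorescence ratio in a 140 s read after ATP addition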
CRFR2-BP antag: CRF-BP/CRF-R2 complex antagonism. HEK293 CRF-R2/CRF-BP, CRF-induced calcium fluorescence. inhibition, % at 11.8 µM. 0.59% of 350,000 active. AID 588475;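 active = inhibition of the ligand-induced calcium signal above about 50% at the single tested concentration, limit read from the data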
CHRM4 PAM: positive allosteric modulators of human muscarinic M4 receptor; P08173; CHO-K1 hM4/Gqi5, Fluo-8 calcium fluorescence, ACh EC20; 0% = ACh EC20, 100% = maximal ACh; activation, % at 3 µM; 0.4% of 360,000 active;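 active = activation above its plate's cutoff, the mean activation of sample wells plus 3 SD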; also: some results filed as inactive read as strong as hits
Target sequence (P08173 whole entry, looked up): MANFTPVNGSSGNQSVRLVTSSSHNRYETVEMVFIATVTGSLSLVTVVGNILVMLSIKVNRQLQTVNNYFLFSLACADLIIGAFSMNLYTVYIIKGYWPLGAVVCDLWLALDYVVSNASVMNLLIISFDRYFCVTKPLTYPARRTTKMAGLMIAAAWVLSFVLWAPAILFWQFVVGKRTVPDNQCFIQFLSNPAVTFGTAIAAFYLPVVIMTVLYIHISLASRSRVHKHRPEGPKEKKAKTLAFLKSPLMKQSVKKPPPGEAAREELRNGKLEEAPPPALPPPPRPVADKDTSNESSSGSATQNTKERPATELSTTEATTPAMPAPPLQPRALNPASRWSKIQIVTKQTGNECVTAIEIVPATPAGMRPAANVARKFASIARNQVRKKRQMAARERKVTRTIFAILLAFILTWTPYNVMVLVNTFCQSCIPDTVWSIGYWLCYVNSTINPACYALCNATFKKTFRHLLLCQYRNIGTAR
CHRM5 antagonist: antagonists of human muscarinic M5 receptor (CHRM5). P08912. CHO-hM5 cells, Fluo-8 calcium fluorescence, ACh EC80. inhibition, % at 3 µM. 0.59% of 360,000 active. AID 624040;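 active = inhibition above a per-plate cutoff, the mean of that plate's test compounds plus 3 SD, cut at about 27% in these data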;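 also: 0% = acetylcholine EC80 with DMSO and 100% = DMSO without agonist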
Numbers without * were called inactive; x = no result given. Random draw from the library; 4.2% or so of the library scored in one or more.

SMILES	CHRM5 PAM	TAAR1 ag	CRFBP-R2 agonist	CHRM5 agonist	TAAR1 antag	M1 PAM parental	CRFR2-BP antag	CHRM4 PAM	CHRM5 antagonist
COc1ccccc1CN=c1c([N+](=O)[O-])nn(-c2ccc3c(c2)OCCO3)n1O	-2	0	0.9	-4	-11	-11	16	0	2
CN(Cc1ccccc1)C(=O)COC(=O)CCNC(=O)c1ccccc1Cl	10	3	-1.8	-2	-7	24	0	7	-3
O=C(CNC(=O)c1ccco1)OCc1c(F)cccc1Cl	-1	24	-1.5	13	13	16	-17	8	4
Cc1c(C(=O)NC2CCCCC2)sc2ncnc(N3CCN(c4ccccc4)CC3)c12	-2	0	0.5	-2	2	7	0	1	12
COC(=O)c1c(NC(=O)CN2CCN(C(=O)c3ccco3)CC2)c2cc(C)ccc2n1C	5	-3	-1.8	4	-31	18	8	14	-7
COc1cccc(/C=N/NC(=O)CCn2c3ccccc3c3ccccc32)c1	-4	4	x	-1	2	12	x	4	0
O=C(COC(=O)c1cc(-c2cccc3ccccc23)nc2ccccc12)NC1CCS(=O)(=O)C1 (stereo not given)	-2	12	39	7	7	-2	-36	-2	3
COc1ccccc1C(=O)Nc1ccc(S(=O)(=O)Nc2onc(C)c2C)cc1	5	0	0.3	-1	-28	10	-19	1	2
N#Cc1cc(-c2ccccc2)cnc1Cl	-4	1	-0.4	-2	-19	12	9	-4	-1
CC1CCN(c2ccc(C(=O)NCc3ccc4c(c3)OCO4)cc2[N+](=O)[O-])CC1	-7	-1	-2.5	-4	-22	11	38	-6	7
CN(CC(=O)NCc1ccc(F)cc1)S(=O)(=O)c1ccc2c(c1)n(C)c(=O)c(=O)n2C	1	2	-1.2	-4	-19	1	9	1	2
CCOc1cc(N2CCOCC2)c(OCC)cc1NC(=O)CN1C(=O)C2C3C=CC(C3)C2C1=O (stereo not given)	-5	2	-0.7	-3	-13	20	13	7	-2
O=C(NCCCNC(=O)c1cc(Cl)ccc1Cl)c1ccccn1	-1	1	0.9	-3	-14	2	-34	1	15
Cn1cc(CN2CCCC(C(=O)c3nccn3C)C2)c(-c2cccc(Cl)c2)n1 (stereo not given)	14	2	1.7	2	-8	18	6	16	-10
CC(C)(C)n1nnnc1CN(Cc1cccnc1)Cc1ccccc1Cl	-5	3	-1.3	-4	1	-5	5	-2	8
O=S(=O)(Cc1ccccc1)/C1=C(\N2CCOCC2)CCCCCC1	-5	2	-3.0	0	8	0	25	7	2
Cc1coc2c1c(C)cc1oc(=O)c(CC(=O)NCCCCCC(=O)O)c(C)c12	-1	-2	0.7	-2	10	2	1	-4	0
Cc1nn(-c2ccccc2)c(Cl)c1CN(C(=O)CCl)c1cccc2ccccc12	-13	11	2.4	-5	50*	18	0	-5	8
CCc1nc2ccc(C(=O)N3CCN(C(=O)c4ccco4)CC3)cn2c1N(C)C(=O)COc1ccccc1	4	2	x	0	-32	14	x	5	-1
Cc1nc(Nc2nc(-c3ccccc3)cc(=O)[nH]2)nc2ccccc12	-8	7	3.5	-1	9	10	-17	-1	5
CCOc1ccc(N2CC(C(=O)Nc3ncccc3C)CC2=O)cc1 (stereo not given)	3	0	-1.8	0	-3	7	-10	-6	-2
C=CCc1ccccc1OCC(CN1CCCCC1)OC(C)=O (stereo not given)	-4	14	2.1	-7	-7	17	-5	9	-2
CN(CC(=O)Nc1cccc(F)c1)C(=O)CCCc1cccs1	-3	2	-3.0	0	-15	23	-12	6	-1
COc1ccc(OC)c(C2C(C(C)=O)=C(O)C(=O)N2CCN2CCOCC2)c1 (stereo not given)	1	3	0.7	0	-4	-6	8	5	2
COc1ccc(OCc2nnc(SCC(=O)N(C)Cc3ccccc3)n2N)cc1	9	0	-1.0	0	-9	-7	-2	2	0
COC(=O)c1ccc(NC(=O)CSc2n[nH]c(-c3ccncc3)n2)cc1	-3	3	2.2	-2	8	7	2	-6	9
COc1ccc(/C=N\NC(=O)c2ccccc2Br)cc1COc1ccccc1	5	1	-1.9	-3	46	6	21	-2	-6
COc1ccc(NS(=O)(=O)c2cc(NC(=O)CC(=O)c3ccc([N+](=O)[O-])cc3)ccc2C)cc1	0	5	-0.4	-4	7	19	-1	1	-6
CCN(CC)S(=O)(=O)c1cc(NS(=O)(=O)c2cccc(Cl)c2)ccc1C	-1	3	-0.6	2	14	-7	7	1	3
O=C1CN(c2ccc(Br)cc2)C(=O)N1CC(=O)N1CCCc2ccccc21	-1	9	3.9	1	28	17	-42	1	-4
CCOC1=C/C(=C/c2c(N)n3nc(-c4ccccc4)sc3nc2=O)C=CC1=O	-1	10	73*	3	5	-12	-134	-1	10
CN(C)S(=O)(=O)n1cnc(C(CCO)c2ncn(S(=O)(=O)N(C)C)c2CCCO)c1 (stereo not given)	8	3	-0.7	4	2	8	11	0	8
COc1cc(NS(=O)(=O)c2ccc(C)cc2)ccc1-n1cnnn1	-4	11	-0.6	4	-16	11	33	0	-7
COc1cccc(CC(NC(C)=O)C(=O)NC2CCN(C(=O)NCc3ccccc3)CC2)c1 (stereo not given)	-3	3	-2.4	-3	-19	6	8	4	7
O=C1NC2(C=Cc3c(ccc4ccccc34)O2)Oc2ccccc21 (stereo not given)	0	x	-1.4	-9	x	8	-6	-3	0
O=C(Nc1nc(-c2ccccn2)cs1)c1ccc(-c2ccccc2F)o1	-9	9	-0.6	-3	21	13	-4	-5	18
CC12CCC(=O)C=C1CCCC2=O (stereo not given)	-4	1	1.4	0	-26	13	5	19	10
Cc1cccc(CN2CCC(n3nccc3NC(=O)CCCc3ccccc3)CC2)n1	-4	1	-0.4	-5	3	-20	1	-4	13
CCCn1nnc(NC(=O)C(C)C)n1	11	8	-2.0	2	-28	21	22	13	-5
Cc1cc(=O)[nH]c(N/N=C/CCc2ccccc2)n1	7	2	0.9	1	10	-2	17	6	-13
CC(C)Cc1cc(C(=O)N2CCN(c3ccc(F)cc3)CC2)no1	-2	0	6.0	0	7	0	2	3	-3
Cc1ccc(S(=O)(=O)N2CCCC(C(=O)NCc3ccccn3)C2)cc1 (stereo not given)	-3	2	-1.0	-4	6	24	18	-4	-4
O=c1c2c3c(sc2n2c(=S)[nH]nc2n1-c1ccccc1)CCC3	7	1	-1.3	4	-25	14	6	-1	-4
Cn1c(N)c(C(=O)COC(=O)CCc2nc3ccccc3s2)c(=O)n(C)c1=O	6	6	-0.1	0	14	-19	-4	6	1
O=C(Nc1cccc(Cl)c1)Nc1nnc(-c2ccncc2)s1	-18	15	2.7	9	-10	-5	6	-12	32*
CC(=O)Nc1ccc(NC(=O)CSc2ccc(-c3ccc(-n4ccnc4)cc3)nn2)cc1	7	2	0.3	2	14	-18	3	9	-6
S=C(Nc1ccc(Cl)cc1)NC1CCN(Cc2ccccc2)CC1	-2	50*	7.3	5	21	26	-25	-7	6
N#Cc1ccc(S(=O)(=O)NCC(=O)OCC(=O)NCCc2ccccc2)cc1	0	0	-0.7	-3	-9	-8	-8	2	10
O=C(CSC1=NS(=O)(=O)c2cc(Cl)ccc2N1)Nc1cccc(F)c1	-3	-1	0.2	-3	1	12	3	2	4
O=C(COC(=O)c1ccc(Cl)c(S(=O)(=O)NCc2ccccc2)c1)NC1CC1	-10	7	-0.6	5	-8	7	-2	3	10

(cont.)
SMILES	CHRM5 PAM	TAAR1 ag	CRFBP-R2 agonist	CHRM5 agonist	TAAR1 antag	M1 PAM parental	CRFR2-BP antag	CHRM4 PAM	CHRM5 antagonist
COc1ccc(C(C)(C)C)cc1NC(=O)COC(=O)c1ncc(Cl)c(Cl)c1Cl	-4	33	6.8	0	22	16	-32	-9	9
CN(C(=O)CSc1nc(-c2ccccc2)c(-c2ccccc2)o1)C1CCS(=O)(=O)C1 (stereo not given)	11	-1	-0.8	-1	-4	12	-7	6	-8
N#C/C=C\Oc1ccc(Cl)cc1N	-4	5	1.1	3	-1	-9	4	-3	1
Cc1ccc(NC(=S)N2CCN(S(C)(=O)=O)CC2)cc1Cl	-4	9	-0.5	-4	-20	-2	0	-4	12
Cc1cc(Nc2ccc(N3CCOCC3)cc2)c2cccc(C)c2n1	10	3	-1.1	-6	-34	-7	-1	-5	-8
Cc1cc(C)n2nc(SCC(=O)N(C)c3c(N)n(Cc4ccccc4)c(=O)[nH]c3=O)nc2n1	8	x	x	2	x	19	x	-2	2
O=c1oc2ccccc2c(Nc2ccc(Cl)cc2)c1[N+](=O)[O-]	-13	8	15	5	16	4	23	-14	7
Cc1csc(NC(=O)CSc2nc3[nH]ncc3c(=O)[nH]2)n1	7	9	0.8	2	10	12	-11	-2	2
Cc1cc(NC(=O)CS(=O)(=O)c2cn(Cc3cccc(Cl)c3)c3ccccc23)no1	-5	8	x	1	3	-6	x	-10	2
CN(C)S(=O)(=O)c1ccc(Cl)c(NC(=O)COC(=O)c2cc(-c3ccccc3)nc3ccccc23)c1	3	4	12	-2	52*	4	-8	-6	5

Single records (already shown). Screens in order: CHRM5 PAM | TAAR1 ag | CRFBP-R2 agonist | CHRM5 agonist | TAAR1 antag | M1 PAM parental | CRFR2-BP antag | CHRM4 PAM | CHRM5 antagonist
Shown for O=C(COC(=O)c1ccc(Cl)c(S(=O)(=O)NCc2ccccc2)c1)NC1CC1 → -10 | 7 | -0.6 | 5 | -8 | 7 | -2 | 3 | 10
Shown for CN(C)S(=O)(=O)n1cnc(C(CCO)c2ncn(S(=O)(=O)N(C)C)c2CCCO)c1 (stereo not given) → 8 | 3 | -0.7 | 4 | 2 | 8 | 11 | 0 | 8
Shown for Cc1ccc(S(=O)(=O)N2CCCC(C(=O)NCc3ccccn3)C2)cc1 (stereo not given) → -3 | 2 | -1.0 | -4 | 6 | 24 | 18 | -4 | -4

The results go on:
SMILES	CHRM5 PAM	TAAR1 ag	CRFBP-R2 agonist	CHRM5 agonist	TAAR1 antag	M1 PAM parental	CRFR2-BP antag	CHRM4 PAM	CHRM5 antagonist
O=C(Cn1cc(CCO)nn1)N1CCNCC1	0	7	0.8	-1	-6	0	-4	1	16
COc1cc2c(cc1OC)C(c1cc3cc(C)ccc3[nH]c1=O)N(C(=O)c1ccco1)CC2 (stereo not given)	-1	4	-0.5	-4	-15	13	-6	-6	1
N#Cc1ccc(C(=O)NCCCSc2ccccc2)cc1	0	6	-0.4	-2	5	8	9	-3	-2
Cc1ccccc1NS(=O)(=O)c1cc(C(=O)NCCSC2CCCCC2)ccc1C	-10	5	1.1	-3	35	3	4	-10	7
CC(C(=O)Nc1ccccc1)N1CCN(c2ccccn2)CC1 (stereo not given)	16	-1	0.0	-1	-1	18	-2	5	-10
CCc1ccc(C(=O)NNC(=O)CN2C(=O)NC3(CCCC3)C2=O)cc1	-1	0	1.0	3	0	4	1	4	8
O=C(N/N=C\c1ccc(-c2cccc(Cl)c2)o1)C(=O)NC1CCCC1	-2	2	-3.6	-2	3	10	-145	7	1
COc1ccccc1N(CC(O)CN1C(=O)NC(C)(C)C1=O)S(=O)(=O)c1ccc(C)cc1 (stereo not given)	2	12	-0.3	-2	-15	17	7	-2	-3
